HBB splice mod – modulators of hemoglobin beta chain splicing; HBB splicing reporter cell assay, activation; EGFP reporter with mutant IVS2-654 intron; response scale: normalised to 500 nM splice-correcting PNA; Potency, µM (titrated, usually from 46.1 µM), inactives show at the highest dose activation, hits mostly activators; actives 0.06% (n = 65,000); note: potency is the fitted concentration of half-maximal effect; 0% is about no effect
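Compounds were applied for 2 days to HeLa EGFP-654 cells, 500/well in Optimem with 2% FCS. The reporter's EGFP is disrupted by mis-splicing of beta-globin intron IVS2-654. Readout: summed well GFP fluorescence from 488 nm laser scanning; reference was 500 nM antisense […] 654 PNA.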
Pol III holo inh – inhibitors of bacterial DNA polymerase III holoenzyme; reconstituted DNA polymerase III holoenzyme replication, biochemical; actives 0.25% (n = 71,000); Potency, µM (top dose mostly 57.1 µM), for inactives: at the top dose activity change, negative = inhibition; note: potency is the fitted concentration of half-maximal effect; % is set by controls: 0 for no effect and ±100 for the full control effect
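Reconstituted *E. coli* holoenzyme (0.35 nM Pol III, 1 nM beta, 154 nM SSB, 2 nM primase) was preincubated with compound for 15 min at RT. Synthesis on 1.4 nM ssM13Gori ran 35 min, then was stopped with PicoGreen/EDTA and read as dsDNA fluorescence.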
BRCT inh red – BRCT-phosphoprotein interaction inhibition (red fluorophore) | P38398 | AID 892 | actives 0.03% (n = 75,000) | Potency, µM (series often up to 76.9 µM), without a hit: at the highest dose activity change, negative = inhibition, usual class: inhibitors | BRCT-phosphopeptide binding, red fluorescence polarization; note: % is set by controls: 0 for no effect and ±100 for the full control effect
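Rhodamine-labelled pBACH1 10-mer (100 nM) bound to BRCT domain (100 nM) at pH 7.3; compounds incubated 12 min room temperature, polarization read. Free peptide defines full inhibition; unlabelled decapeptide titrated as control.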
Hsp90 Hop PPI – changes Hsp90-Hop TPR2A binding signal, up or down; actives 0.44% (n = 71,000); AlphaScreen TPR2A-His6 binding biotin-Hsp90 C-terminal peptide; Potency, µM (doses to about 57 µM), without a hit: top-dose activity change, negative = inhibition; active = well fitted curve in either direction with a large enough effect; inconclusive = small, poorly fitted or top-dose-only effect, or another doubt; note: potency is the fitted concentration of half-maximal effect; % is set by controls: 0 for no effect and ±100 for the full control effect; many of its hits are not listed in these tables
CRE-bla Fsk – alters forskolin-stimulated CRE reporter signaling in CHO cells. actives 2.5% (n = 71,000). CHO CRE-bla reporter (cAMP response element driving beta-lactamase), forskolin EC10, beta-lactamase ratio. Potency, µM (titrated, usually from 38.2 µM), for inactives: at the highest dose activity change, negative = inhibition, usual class: activators; active = well fitted activation curve with a large enough effect in the signal ratio, with a control signal flat, not every such curve was filed as active; inconclusive = small, poorly fitted or top-dose-only effect, or effect the other way, or a change in a side signal; the % refers to the signal ratio; note: potency is the fitted concentration of half-maximal effect; % of control where 0% means no effect
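Using CellSensor CRE-bla CHO cells in Opti-MEM with 0.5% dialyzed FBS, compounds were titrated with EC10 NKH 477 for 3 h at 37 °C. CCF4 ratio (460/530 nm) gave %Activity; AC50 derived.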
GFP derepression – epigenetic GFP locus derepression in mouse cells | Potency, µM (doses to about 46.1 µM), for the others: at the highest dose GFP derepression (activation) | actives 0.09% (n = 68,000) | mouse C127i GFP locus derepression, cytometry, 30 h; note: % of control where 0% means no effect
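Read-out is the number of GFP-positive cells, scored as fluorescent objects 20 to 120 um wide, reflecting derepression of a silenced CMV-GFP reporter in murine C127i cells after 30 h compound exposure at 37 C.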
UbGFP stabilizer – inhibits proteasome, raising ubiquitin-GFP reporter fluorescence; Ubiquitin-GFP reporter cells, proteasome inhibition, GFP fluorescence; response scale: untreated = 0%, 10 µM MG-132 = 100%; Potency, µM (series often up to 45.9 µM), for the others: at the highest dose activation (GFP accumulation), usual class: activators; 67,000 tested, under 10 active; AID 526; active = well fitted activation curve with a large enough effect, not every such curve was filed as active; inconclusive = small, poorly fitted or top-dose-only effect, or another doubt; inactive = no such curve, though single readings can be large or run the other way; note: potency is the fitted concentration of half-maximal effect
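Proteasome blockade was scored as a rise in GFP-expressing U2OS cells carrying a ubiquitin(G76V)-GFP construct, imaged after 4 hr compound treatment at 37 °C across a 46 uM–2.9 nM series.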
USP2a inh – blocks human ubiquitin-specific protease USP2a; O75604; USP2a enzymatic assay, qHTS inhibition; Potency, µM (series often up to 38.3 µM), without a hit: at the top dose activity change, negative = inhibition, most hits filed as inhibitors; actives 0.1% (n = 60,000);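 note: potency is the fitted concentration of half-maximal effect; nearly all actives have a fitted effect of over 60% in size; plate controls were DMSO for no effect and NEM full inhibition control for full effect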
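USP2 core (20nM final) preincubated 30 min RT with compound, then Ub-PLA2 20nM and NBD C6-HPC 20uM final added; buffer 20mM Tris-HCl pH 8.0, 2mM CaCl2. Fluorescence Ex 460/Em 535 read at 0 and 2.5 h; normalized to NEM.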
BRCT inh green – BRCA1 BRCT-phosphoprotein interaction inhibition; actives 0.05% (n = 75,000); BRCA1 BRCT-phosphopeptide binding, green fluorescence polarization; P38398; Potency, µM (highest dose often 76.9 µM), for inactives: top-dose activity change, negative = inhibition, hits mostly inhibitors;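 note: potency is the fitted concentration of half-maximal effect; plate controls were peptide without protein for full effect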
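Fluorescence polarization: His-tagged BRCT (~35 kDa BRCA1 C-terminus, 250 nM) bound to 100 nM fluorescein-labeled phosphorylated 10-aa BACH1 peptide, pH 7.3 phosphate buffer with DTT and Tween 20. Compounds incubated 12 min at room temperature; inhibition read as lowered polarization.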
HADH2 inhib – HADH2 (human) dehydrogenase inhibition | Q99714 | recombinant HADH2, NADH fluorescence, beta-hydroxybutyryl-CoA | Potency, µM (doses to about 57.1 µM), for inactives: at the top dose activity change, negative = inhibition, usual class: inhibitors | actives 3.4% (n = 73,000) | AID 886; note: potency is the fitted concentration of half-maximal effect; % is set by controls: 0 for no effect and ±100 for the full control effect; nearly all actives have a fitted effect of over 60% in size; many of its hits are not listed in these tables
Target sequence (Q99714 whole entry, looked up, one chain of several): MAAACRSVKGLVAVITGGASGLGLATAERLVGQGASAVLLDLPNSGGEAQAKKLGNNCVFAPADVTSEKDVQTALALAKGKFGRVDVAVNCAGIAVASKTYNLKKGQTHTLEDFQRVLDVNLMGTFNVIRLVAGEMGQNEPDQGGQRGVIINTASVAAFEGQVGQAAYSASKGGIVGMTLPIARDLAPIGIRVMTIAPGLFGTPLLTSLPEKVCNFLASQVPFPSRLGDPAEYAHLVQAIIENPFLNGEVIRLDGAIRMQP
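His-tagged recombinant enzyme from E. coli, 20 nM, preincubated 15 min RT with compound; reaction started with 1 mM NAD+ and 90 uM beta-hydroxybutyryl-CoA in 100 mM Tris-HCl pH 9.0. NADH fluorescence (ex 360/em 450) read over 4 min; last-minus-first difference.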
ALOX15 inhib – blocks human 15-lipoxygenase activity; P16050; Potency, µM (top dose mostly 57.1 µM), inactives show at the highest dose activity change, negative = inhibition, most hits filed as inhibitors; actives 1.4% (n = 74,000); purified 15hLO-1, xylenol orange hydroperoxide absorbance; AID 887; note: potency is the fitted concentration of half-maximal effect; % is set by controls: 0 for no effect and ±100 for the full control effect; nearly all actives have a fitted effect of over 55% in size
Target sequence (P16050 whole entry, looked up): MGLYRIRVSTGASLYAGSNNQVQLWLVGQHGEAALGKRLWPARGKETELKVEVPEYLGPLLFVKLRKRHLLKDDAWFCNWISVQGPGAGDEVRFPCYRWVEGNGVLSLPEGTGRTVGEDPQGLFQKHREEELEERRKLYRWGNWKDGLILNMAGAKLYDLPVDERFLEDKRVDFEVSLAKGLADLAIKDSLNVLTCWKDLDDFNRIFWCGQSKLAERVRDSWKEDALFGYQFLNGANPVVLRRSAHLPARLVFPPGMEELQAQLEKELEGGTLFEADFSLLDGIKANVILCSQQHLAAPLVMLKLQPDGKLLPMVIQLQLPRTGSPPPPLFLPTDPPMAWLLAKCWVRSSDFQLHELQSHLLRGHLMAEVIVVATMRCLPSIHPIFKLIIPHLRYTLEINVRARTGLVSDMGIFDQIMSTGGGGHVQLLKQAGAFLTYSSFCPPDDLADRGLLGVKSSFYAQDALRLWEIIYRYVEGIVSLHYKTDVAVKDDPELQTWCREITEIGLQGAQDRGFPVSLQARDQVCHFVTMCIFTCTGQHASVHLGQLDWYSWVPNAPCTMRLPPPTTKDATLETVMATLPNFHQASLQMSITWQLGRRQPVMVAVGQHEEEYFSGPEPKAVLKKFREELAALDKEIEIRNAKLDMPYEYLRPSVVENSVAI
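Inhibition is scored from a chromogenic endpoint. After 15 min enzyme-compound contact, arachidonic acid (50 uM final) reacts 6 min with 40 nM 15hLO-1 at room temperature, then Fe-XO reagent is added for 30 min and absorbance ratio recorded.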
An asterisk follows results filed as active; [ ] = remark or other dose. Unless noted, calls come from the whole dose curve; as a rule, active = well fitted curve in the direction sought with a large enough effect; inconclusive = small, poorly fitted or top-dose-only effect, or another doubt; inactive = no such curve, though single readings can be large; an effect the other way counts as inactive or inconclusive.

`CC(C)N1C(=O)CCC1C(=O)N1CCCc2ccccc21` (configuration not stated) gave HBB splice mod -1.3%[57.5 µM], Pol III holo inh -5.3%, BRCT inh red -1.1%, Hsp90 Hop PPI 0.1%, CRE-bla Fsk -1.3%, GFP derepression 3.7%, UbGFP stabilizer 2.6%, USP2a inh -8.7%, BRCT inh green -1.1%, HADH2 inhib 0.3% and ALOX15 inhib 2.4%.
Screening CN1CCN(c2ncc3nc(-c4cn(C)c5ccccc45)c(=O)n(-c4ccccc4)c3n2)CC1 returned HBB splice mod inconclusive, Pol III holo inh -12.3%, BRCT inh red 1.2%, Hsp90 Hop PPI 9.2%, CRE-bla Fsk inconclusive, GFP derepression -2.7%[9.22 µM], UbGFP stabilizer 15.1%, USP2a inh 292.9%[activator], BRCT inh green -0.6%, HADH2 inhib 9.6% and ALOX15 inhib -5.7%.
CCCCOc1ccc(CN2CCCCC2)cc1 was read as HBB splice mod -0.4%[9.22 µM], Pol III holo inh -0.4%, BRCT inh red 0.5%, Hsp90 Hop PPI 2.0%, CRE-bla Fsk -0.8%, GFP derepression -2.2%, UbGFP stabilizer -10.0%, USP2a inh -1.2%, BRCT inh green -1.5%, HADH2 inhib 2.7% and ALOX15 inhib 17.9%.
CCOC(=O)N1CCC(Nc2c(-c3ccc(C)c(C)c3)c(=O)c2=O)CC1 was read as HBB splice mod 1.5%[0.369 µM], Pol III holo inh -2.1%, BRCT inh red 0.6%, Hsp90 Hop PPI -2.1%, CRE-bla Fsk 8.8%, GFP derepression 2.2%, UbGFP stabilizer -4.6%, USP2a inh 13.2%, BRCT inh green -1.4%, HADH2 inhib 0.1% and ALOX15 inhib 4.4%.
Screening O=C(O)c1cc(NCc2cccs2)ccc1N1CCOCC1 returned HBB splice mod 6.3%[1.84 µM], Pol III holo inh 0.7%, BRCT inh red -1.1%, Hsp90 Hop PPI -2.0%, CRE-bla Fsk inconclusive, GFP derepression 0.0%, UbGFP stabilizer 22.1%, USP2a inh -3.8%, BRCT inh green -3.9%, HADH2 inhib -19.9% and ALOX15 inhib 1.5%.
For CN(C)C(=O)CSc1nnc(CCN)o1 the results were HBB splice mod -2.7%[0.369 µM], Pol III holo inh 1.1%, BRCT inh red 0.6%, Hsp90 Hop PPI -3.3%, CRE-bla Fsk 3.5%, GFP derepression 2.2%, UbGFP stabilizer -1.4%, USP2a inh -7.2%, BRCT inh green -2.1%, HADH2 inhib 0.8% and ALOX15 inhib 4.8%.
`CCNc1nc(SCCOc2ccccc2)nc(N(C)C)n1` gave HBB splice mod -2.9%, Pol III holo inh 5.5%, BRCT inh red -1.4%, Hsp90 Hop PPI inconclusive, CRE-bla Fsk 3.98µM*, GFP derepression -4.3%, UbGFP stabilizer -1.4%, USP2a inh -3.2%, BRCT inh green 1.5%, HADH2 inhib 0.7% and ALOX15 inhib -4.0%.
Screening Cc1ccc2nc3c(cc2c1)CN(Cc1ccco1)C(=NCC1CCCO1)S3 (configuration not stated) returned HBB splice mod -0.1%[57.5 µM], Pol III holo inh -15.6%, BRCT inh red -1.6%, Hsp90 Hop PPI -8.9%, CRE-bla Fsk 1.4%, GFP derepression -1.9%, UbGFP stabilizer -2.0%, USP2a inh 19.9%, BRCT inh green 1.7%, HADH2 inhib inconclusive and ALOX15 inhib -29.4%.
Screening COc1cc(Nc2cc(C)nc3nc(C)nn23)cc(OC)c1OC returned HBB splice mod -0.2%, Pol III holo inh 0.4%, BRCT inh red -2.1%, Hsp90 Hop PPI -3.2%, CRE-bla Fsk 3.98µM*, GFP derepression 3.4%, UbGFP stabilizer 6.6%, BRCT inh green 1.0%, HADH2 inhib 4.4% and ALOX15 inhib -1.3%.
Screening COc1cccc(OCCSc2nnc3sc4ccccc4n23)c1 returned HBB splice mod -0.5%[57.5 µM], Pol III holo inh -2.7%, BRCT inh red -0.6%, Hsp90 Hop PPI 1.1%, CRE-bla Fsk 14.7%, GFP derepression 3.8%, UbGFP stabilizer -3.3%, USP2a inh 7.1%, BRCT inh green 2.4%, HADH2 inhib 6.9% and ALOX15 inhib -0.7%.
O=C(CSc1nnc(-c2cccnc2)n1C1CCCCC1)NC1CCCCC1 was read as HBB splice mod -4.3%, Pol III holo inh -2.8%, BRCT inh red -0.6%, Hsp90 Hop PPI -2.2%, CRE-bla Fsk 15.8%, GFP derepression 2.7%, UbGFP stabilizer -3.5%, USP2a inh 0.6%, BRCT inh green -0.9%, HADH2 inhib -1.6% and ALOX15 inhib -11.4%.
`O=c1cnc2cnc(Oc3cccc(Cl)c3)nc2n1CCc1ccccc1` gave HBB splice mod 1.5%, Pol III holo inh -5.7%, BRCT inh red -0.1%, Hsp90 Hop PPI -10.9%, CRE-bla Fsk 15.8µM*, GFP derepression -5.9%[9.22 µM], UbGFP stabilizer -4.0%, USP2a inh -14.2%, BRCT inh green 1.0%, HADH2 inhib 3.9% and ALOX15 inhib -11.2%.
For CS(=O)(=O)NC1c2cccc3cccc(c23)C1N1CCOCC1 (configuration not stated) the results were HBB splice mod -0.9%, Pol III holo inh -3.8%, BRCT inh red -0.6%, Hsp90 Hop PPI -1.9%, CRE-bla Fsk -3.9%, GFP derepression 8.3%, UbGFP stabilizer -2.1%, USP2a inh -3.4%, BRCT inh green -2.9%, HADH2 inhib 2.5% and ALOX15 inhib -0.7%.
Screening O=C(CN1CCN(Cc2ccc3c(c2)OCO3)CC1)Nc1ccc2c(c1)OCCO2 returned Pol III holo inh -3.7%, BRCT inh red -0.4%, Hsp90 Hop PPI 0.3%, CRE-bla Fsk -8.0%, GFP derepression 0.0%, UbGFP stabilizer 3.5%, USP2a inh 14.2%, BRCT inh green -1.3%, HADH2 inhib 5.6% and ALOX15 inhib -8.8%.
For O=C(NC1CCCC1)C1CC(c2ccc(F)cc2)=NO1 (configuration not stated) the results were HBB splice mod -3.7%, Pol III holo inh -0.9%, BRCT inh red 1.4%, Hsp90 Hop PPI 6.3%, CRE-bla Fsk -20.1%, GFP derepression 2.2%, UbGFP stabilizer -5.0%, USP2a inh -1.7%, BRCT inh green -2.0%, HADH2 inhib 4.9% and ALOX15 inhib 4.9%.
`CCOc1cc(/C=C(/C#N)c2ccc(F)cc2)ccc1OCc1ccc(C(=O)O)o1` gave HBB splice mod -0.4%, Pol III holo inh 3.1%, BRCT inh red 1.1%, Hsp90 Hop PPI -5.6%, CRE-bla Fsk inconclusive, GFP derepression 0.0%, UbGFP stabilizer -2.2%, USP2a inh 7.7%, BRCT inh green 6.6%, HADH2 inhib -19.1% and ALOX15 inhib -5.8%.
CCC1(c2ccc(F)cc2)NC(=O)N(CC(=O)N2CCOCC2)C1=O (configuration not stated) was read as HBB splice mod 1.3%[1.84 µM], Pol III holo inh -2.2%, BRCT inh red 1.1%, Hsp90 Hop PPI 1.2%, CRE-bla Fsk 9.0%, GFP derepression -4.6%, UbGFP stabilizer -13.7%, USP2a inh 9.0%, BRCT inh green -1.3%, HADH2 inhib -1.4% and ALOX15 inhib 9.4%.
`COc1ccc(S(=O)(=O)N(C)CC(=O)Nc2ccc3c(c2)OCO3)cc1OC` gave HBB splice mod 0.2%, Pol III holo inh -2.5%, BRCT inh red 0.1%, Hsp90 Hop PPI -5.6%, CRE-bla Fsk 9.0%, GFP derepression -4.2%, UbGFP stabilizer -3.9%, USP2a inh 18.1%, BRCT inh green 0.4%, HADH2 inhib -14.8% and ALOX15 inhib -2.4%.

Two entries drawn at random from those above, as already listed:
For CN(C)C(=O)CSc1nnc(CCN)o1 the results were HBB splice mod -2.7%[0.369 µM], Pol III holo inh 1.1%, BRCT inh red 0.6%, Hsp90 Hop PPI -3.3%, CRE-bla Fsk 3.5%, GFP derepression 2.2%, UbGFP stabilizer -1.4%, USP2a inh -7.2%, BRCT inh green -2.1%, HADH2 inhib 0.8% and ALOX15 inhib 4.8%.
`COc1ccc(S(=O)(=O)N(C)CC(=O)Nc2ccc3c(c2)OCO3)cc1OC` gave HBB splice mod 0.2%, Pol III holo inh -2.5%, BRCT inh red 0.1%, Hsp90 Hop PPI -5.6%, CRE-bla Fsk 9.0%, GFP derepression -4.2%, UbGFP stabilizer -3.9%, USP2a inh 18.1%, BRCT inh green 0.4%, HADH2 inhib -14.8% and ALOX15 inhib -2.4%.

A portion of the library (hit frequency here may not be typical).
